Screens: PubChem, National Center for Advancing Translational Sciences (NCATS)
mIDH1 inhibitor – human IDH1 R132H inhibition | O75874 | IDH1-R132H enzyme, NADPH consumption, diaphorase/resazurin fluorescence | Potency, µM (series often up to 76.6 µM), for the others: at the highest dose activity change, negative = inhibition, hits mostly inhibitors | 0.093% of 390,000 active | AID 602179; further: potency means the concentration at half of the fitted maximal effect; on the % scale 0 is the no-effect control and ±100 the full control effect; nearly all actives have a fitted effect of over 65% in size
Target sequence (O75874 whole entry R132H, stated change not applied): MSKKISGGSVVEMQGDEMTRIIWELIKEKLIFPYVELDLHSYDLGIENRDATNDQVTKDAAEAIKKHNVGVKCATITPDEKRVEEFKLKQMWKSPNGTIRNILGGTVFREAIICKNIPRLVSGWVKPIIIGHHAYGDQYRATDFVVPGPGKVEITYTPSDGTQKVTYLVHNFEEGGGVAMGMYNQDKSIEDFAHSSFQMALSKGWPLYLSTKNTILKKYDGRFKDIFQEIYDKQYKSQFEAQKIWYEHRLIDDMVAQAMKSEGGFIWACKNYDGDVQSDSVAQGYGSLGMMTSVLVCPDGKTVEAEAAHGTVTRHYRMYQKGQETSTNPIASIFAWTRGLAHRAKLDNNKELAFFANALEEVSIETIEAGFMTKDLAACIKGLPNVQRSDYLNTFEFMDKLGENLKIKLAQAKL
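IDH1-R132H (0.5 ug/mL) preincubated 30 min with compound, then NADPH (0.016 mM) and alpha-KG (2 mM) added; 80 min at RT, pH 7.5. Remaining NADPH coupled via diaphorase/resazurin to fluorescence (540/590 nm); concentration-response curves normalized to no-enzyme control.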
D2 antag – D2 dopamine receptor (human) antagonism | P14416 | inhibition, % at 10 µM | HEK293 TREx D2 cells, calcium flux, dopamine EC80 | 2% of 340,000 active; in the data active means inhibition above about 30%; further: 0% is about no effect
Target sequence (P14416 whole entry, looked up): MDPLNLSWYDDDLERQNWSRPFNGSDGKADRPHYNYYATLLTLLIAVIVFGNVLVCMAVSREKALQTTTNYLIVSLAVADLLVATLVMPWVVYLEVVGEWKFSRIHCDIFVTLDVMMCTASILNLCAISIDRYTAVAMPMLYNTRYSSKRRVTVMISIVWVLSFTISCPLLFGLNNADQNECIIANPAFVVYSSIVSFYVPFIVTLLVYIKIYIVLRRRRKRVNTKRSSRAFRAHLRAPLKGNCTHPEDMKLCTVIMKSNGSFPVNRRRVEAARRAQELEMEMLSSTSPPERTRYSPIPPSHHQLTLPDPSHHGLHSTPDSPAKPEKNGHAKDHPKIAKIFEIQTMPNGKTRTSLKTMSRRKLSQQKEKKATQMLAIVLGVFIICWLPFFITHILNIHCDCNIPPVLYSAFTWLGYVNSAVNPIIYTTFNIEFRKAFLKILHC
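HEK293 T-REx D2 cells, tet-induced, calcium dye no-wash. Cpd pintool add, 180 s kinetic, then EC80 DA, 180 s kinetic. Ca flux read.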
TRHR PAM – allosteric enhancers of human TRH receptor; P34981; TRHR cells, fluo-8 calcium fluorescence, EC20 TRH enhancement; enhancement, % at 2 µM; 0.66% of 360,000 active; in the data active means enhancement above about 30%; further: 0% is about no effect
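Enhancer read-out: after compound pinning and an initial kinetic agonist-mode read, an EC20 of TRH (10 nM final) was injected and fluo-8 calcium signal (Ex 480/Em 530) followed at 1 s/cycle for 100 cycles in TRHR-expressing cells.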
TRHR ag – TRH receptor (human) agonism; P34981; 0.18% of 360,000 active; AID 493084; TRHR cells, calcium flux fluo-8, FDSS agonist mode; activation, % at 2 µM; in the data active means activation above about 30%; further: 0% is about no effect
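Fluo-8-loaded TRHR cells; 10 s baseline, compound added, kinetic Ca2+ fluorescence read 1/s, agonist mode.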
TrxR1 inh – blocks rat thioredoxin reductase 1; O89049; recombinant rTrxR1, NADPH fluorescence consumption, selenite substrate; Potency, µM (doses to about 114 µM), for inactives: at the highest dose activity change, negative = inhibition, hits mostly inhibitors; 1% of 390,000 active; AID 588453; further: potency means the concentration at half of the fitted maximal effect; on the % scale 0 is the no-effect control and ±100 the full control effect; nearly all actives have a fitted effect of over 65% in size
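Rat TrxR1 (90 nM in the dispensed reagent) was pre-reduced with 400 uM NADPH for 5 min at room temperature, then incubated with compound for 15 min. After 400 uM selenite was added, NADPH fluorescence (Ex 340/Em 450 nm) was followed for 8 min.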
USP1 inh – blocks the human USP1/UAF1 deubiquitinase complex | recombinant USP1/UAF1, Ub-Rhodamine cleavage fluorescence | AID 743255 | O94782 | 0.23% of 390,000 active | Potency, µM (highest dose often 57.1 µM), for the others: top-dose activity change, negative = inhibition, hits mostly inhibitors; further: potency means the concentration at half of the fitted maximal effect; on the % scale 0 is the no-effect control and ±100 the full control effect; nearly all actives have a fitted effect of over 60% in size; inactives centre near -12
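In this screen, compounds sit with the deubiquitinase complex (1nM) for 15 min at room temperature before Ub-Rho is added at 150nM final. Fluorescence rise is then followed for 6 reads every 60 seconds.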
PI4K2A inh – PI4K2A (human) kinase inhibition. purified PI4K2A, ADP-Glo luminescence, 1 h; active compounds read low. activity change, negative = inhibition, % at 76.9 µM. 0.13% of 420,000 active. AID 1346378; in the data active means activity change below about -50%; inconclusive means mostly about -30% to -49%;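 further: -100% = wells without enzyme as full effect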
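Compounds are screened against recombinant PI4K2A using PI as substrate and ATP, the latter dispensed at 300 microM. Reactions run one hour at ambient temperature before ADP-Glo detection; full inhibition defined by wells lacking enzyme.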
D2 agonist – agonists of human D2 dopamine receptor; P14416; HEK293 T-REx D2 cells, calcium flux agonist mode; activation, % at 2 µM; 0.53% of 340,000 active; AID 485358;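 active means activation over 3 SD above normal in the single-dose calcium agonist read, cut at about 30% in these data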; further: 0% is about no effect
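HEK293 Trex D2 cells, tetracycline-induced, o/n 30 C 5% CO2; no-wash Ca dye, RT 30–90 min; 10-cycle baseline, 23 nl cpd added, kinetic Ca read 180 s; agonist hits = positive Ca response.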
TrxR1 substrate – rat thioredoxin reductase 1 substrate activity | O89049 | Potency, µM (top dose mostly 114 µM), inactives show top-dose activity change, negative = substrate turnover | 0.01% of 390,000 active | purified TrxR1 substrate turnover, NADPH consumption readout; further: potency means the concentration at half of the fitted maximal effect; on the % scale 0 is the no-effect control and ±100 the full control effect; nearly all actives have a fitted effect of over 50% in size
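Rat TrxR1, dispensed at 90 nM, was prereduced with 400 uM NADPH (final) for 5 min at ~22 deg C, then incubated with compound 15 min before 400 uM selenite. A first-read NADPH fluorescence drop versus no-compound background flagged substrates.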
* marks the source's active call; other numbers are inactive results; ? = inconclusive; · = no result given; [ ] = dose if it differs, or a comment. Unless noted, the call rests on the fitted dose curve; in most records, active means well fitted inhibition curve with a large enough effect; inconclusive means small, poorly fitted or top-dose-only effect; inactive means no such curve, though single readings can be large or run the other way.

SMILES | mIDH1 inhibitor | D2 antag | TRHR PAM | TRHR ag | TrxR1 inh | USP1 inh | PI4K2A inh | D2 agonist | TrxR1 substrate
CCOc1ccc(CN2CCN(Cc3cccn3-c3ncccn3)CC2CCO)cc1 (stereo unspecified) | 16% | -3 | 3 | 0.0 | 14% | -7% | -4 | 0.1 | 2%
CCOC(=O)c1ccc2[nH]c3c(c2c1)CCCC3C(=O)OCC (stereo unspecified) | 3% | -9 | 7 | 0.1 | -1% | -17% | 6 | -1.0 | -3%
COc1ccc(CC(=O)NNC(=O)c2ccc(Br)s2)cc1OC | 0% | · | · | · | 13%[2.29 µM] | -16% | 0 | · | 7%[57.1 µM]
Cc1ccc(Cl)cc1NC(=S)N(C)N | 1% | -5 | 4 | -1.3 | 8% | -6% | -1 | -0.4 | 2%
CCN(CC)C(=O)CSc1ncnc2sccc12 | 9% | 9 | 13 | 0.5 | 17% | -20% | 3 | -0.6 | 5%
CCN(CCS(=O)(=O)c1ccc(Br)cc1)Cc1nc2ccccc2c(=O)[nH]1 | -10% | · | · | · | ? | -13% | 2 | · | -4%
Nn1c(SCC(=O)Nc2ccccc2F)nnc1-c1cccnc1 | 5% | 4 | -3 | 0.2 | 15% | -17% | -5 | 0.7 | 10%
Cc1cc(C)cc(-n2ccnc2SCC(=O)Nc2ccc3c(c2)OCCO3)c1 | 2% | 5 | 4 | -1.1 | 12%[57.1 µM] | 1% | 4 | 0.0 | -19%
COc1ccccc1CNC(=O)COc1ccc(C)nc1[N+](=O)[O-] | 2% | -18 | 26 | 0.1 | 7% | 2% | 2 | -0.1 | -7%
COc1ccc(Cc2nn3c(Cn4nnc5ccccc54)nnc3s2)cc1 | 1% | 39* | 3 | 0.0 | -24% | -17% | 0 | -0.9 | -3%
COc1ccc2c(c1)CCc1c-2nc2ccccc2c1N1CCOCC1 | 12% | · | 3 | 0.3 | -12%[57.1 µM] | -11% | 3 | · | 31%[57.1 µM]
Cn1nnnc1SCCNCc1cc(Br)ccc1OCc1ccccc1Cl | 0% | · | -9 | 2.6 | 13% | -16% | -10 | · | -5%[11.4 µM]
Cc1csc(=O)n1CCC(=O)OCc1nnc(-c2ccccc2Cl)o1 | 4% | · | · | · | 0% | -11% | 7 | · | -1%
Cc1ccc(C2CC(=O)c3cnc(NC(=O)c4ccco4)nc3C2)cc1 (stereo unspecified) | 4% | -1 | 0 | -0.6 | 1% | -21% | 2 | -2.2 | -4%
CCN(Cc1ccccc1)C(=O)COC(=O)c1n[nH]c2ccccc12 | 2% | -15 | -4 | 0.1 | 9%[2.29 µM] | -21% | -6 | 0.2 | 6%
CCNC(=O)COC(=O)CCNC(=O)c1ccc(Cl)cc1 | -8% | 11 | -2 | 0.0 | 18% | -11% | 1 | 0.7 | -1%
CC(C(=O)Nc1ccc(F)cc1Cl)N1CCN(S(=O)(=O)c2cccs2)CC1 (stereo unspecified) | 8% | -2 | -2 | 0.2 | 21% | -29% | 6 | -0.2 | -3%
COCC(C)n1c(C)cc(C(=O)Cn2nc(C(=O)O)c3ccccc3c2=O)c1C (stereo unspecified) | 8% | -20 | 0 | -0.8 | 28%[57.1 µM] | -14% | 2 | -0.7 | 10%[57.1 µM]
COc1ccccc1C(=O)Nc1ccc(S(=O)(=O)Nc2nc(C)cc(C)n2)cc1 | 6% | · | 5 | 0.0 | -8% | -24% | 1 | 0.6 | -9%
CSC1=NCCN1C(=O)Cc1ccc(Cl)cc1 | 9% | -9 | -5 | 0.1 | 18% | -26% | -5 | -1.9 | 8%

Of the compounds above, these have an NH in an aromatic ring.
SMILES | mIDH1 inhibitor | D2 antag | TRHR PAM | TRHR ag | TrxR1 inh | USP1 inh | PI4K2A inh | D2 agonist | TrxR1 substrate
CCOC(=O)c1ccc2[nH]c3c(c2c1)CCCC3C(=O)OCC (stereo unspecified) | 3% | -9 | 7 | 0.1 | -1% | -17% | 6 | -1.0 | -3%
CCN(CCS(=O)(=O)c1ccc(Br)cc1)Cc1nc2ccccc2c(=O)[nH]1 | -10% | · | · | · | ? | -13% | 2 | · | -4%
CCN(Cc1ccccc1)C(=O)COC(=O)c1n[nH]c2ccccc12 | 2% | -15 | -4 | 0.1 | 9%[2.29 µM] | -21% | -6 | 0.2 | 6%

Continuation:
SMILES | mIDH1 inhibitor | D2 antag | TRHR PAM | TRHR ag | TrxR1 inh | USP1 inh | PI4K2A inh | D2 agonist | TrxR1 substrate
O=C(NNC(=O)c1ccccc1F)c1ccco1 | -9% | 10 | 5 | 0.1 | 2% | -17% | 1 | 0.0 | -3%
CCC(C)(C)n1nnnc1C(c1cccs1)N1CCCCC1 (stereo unspecified) | 8% | 22 | -11 | -0.5 | 28% | -18% | 7 | -0.1 | -1%
CCOc1ccc(NC(=O)CC2C(=O)N(c3cccc(C)c3)C(=O)N2Cc2cccs2)cc1 (stereo unspecified) | 11% | · | 1 | -0.7 | 25% | -10% | -7 | · | 0%
CC(=O)Nc1ccc(S(=O)(=O)NCCc2ccc(F)cc2)cc1 | 0% | -4 | 5 | -0.4 | 9% | -9% | 1 | -1.0 | 8%
O=C(CSc1ncc(S(=O)(=O)c2ccc(Br)cc2)c(=O)[nH]1)Nc1ccc2c(c1)OCCO2 | -21% | · | -1 | 0.0 | 6% | -14% | 3 | · | 2%
Cc1cccc(NCc2cc(Cl)cc(Cl)c2O)n1 | 0% | 0 | 0 | -1.4 | 17% | -15% | -1 | -0.1 | -1%
CSc1nc2ccc(NC(=O)c3ccc(=O)[nH]c3)cc2s1 | 1% | -4 | 7 | 0.3 | 10% | -1% | -1 | 49* | -2%
CCCCC(=O)Nc1sc2c(c1C#N)CC(C)(C)OC2 | 3% | 10 | -4 | 0.5 | 4%[57.1 µM] | -18% | 2 | -1.2 | 16%[57.1 µM]
O=C1N[C@H](Cc2ccccc2)COC(=O)[C@H](Cc2ccc(F)cc2)CC/C=C/C[C@H]1CC(=O)N(CCO)Cc1ccccc1 | -17% | · | · | · | 12% | -6% | 1 | · | -3%
COc1ccccc1C(=O)Nc1ccc2c(c1)CCCN2C(=O)c1cccs1 | 0% | -9 | -3 | -0.2 | 16% | -10% | -14 | -1.2 | -2%
CCN1CCN(C(c2cccs2)C(C)NC(=O)C(=O)N2CCCCC2)CC1 (stereo unspecified) | 0% | -15 | -2 | -0.2 | 19% | -9% | -3 | 1.3 | 1%
Cc1ccc(S(=O)(=O)N2CCCC2)s1 | 0% | 2 | 4 | -0.1 | 24% | -12% | -7 | -0.1 | 30%
CC(C)Cn1c(N)c(C(=O)NCCN2CCOCC2)c2nc3ccccc3nc21 | 5% | 2 | -3 | -1.6 | 16% | -25% | 3 | 0.4 | 210%[activator]
Fc1c(CSC(=S)N2CCOCC2)cccc1CSC(=S)N1CCOCC1 | -14% | 2 | 3 | -0.2 | 18% | -8% | -10 | 1.5 | 3%
O=C(Nc1ccccc1C(=O)Nc1nnc(C(F)(F)F)s1)c1ccccc1 | 24% | 2 | -4 | 2.3 | 35%[57.1 µM] | -21% | 2 | 6.5 | -11%[57.1 µM]
Cc1cc2oc(C(=O)N(Cc3ccco3)Cc3ccccc3Cl)c(C)c2cc1C | 27% | · | 41* | 2.4 | 6% | -27% | -9 | 1.4 | -3%
Cc1onc(-c2c(F)cccc2Cl)c1C(=O)OCC(=O)NCc1ccccc1 | 4% | 18 | 1 | -0.4 | 0% | -18% | 2 | -0.6 | -2%
O=C(CSc1ccc2c(c1)OCCO2)N1CCN(c2ccccc2)CC1 | 2% | -12 | -2 | 0.3 | -19% | -23% | -1 | 0.1 | -10%
COc1ccc(NC(=O)Cn2c(=O)n(Cc3nc(C)no3)c(=O)c3cc4c(cc32)OCO4)cc1 | -14% | · | 3 | 0.2 | 21% | -7% | 3 | 0.9 | 0%
C=CCn1c(C)nc2c(cnn2-c2ccccc2)c1=O | -2% | -2 | 5 | -0.2 | 12% | -6% | -12 | 1.2 | 2%
COc1ccc2cnn(-c3ccccc3C)c(=O)c2c1OC | 5% | -16 | 0 | 0.6 | -8% | -2% | 1 | 0.1 | 0%
CCOc1ccc(N(CC(=O)NCCSCc2ccc(Cl)cc2)S(C)(=O)=O)cc1 | 1% | -16 | -2 | 0.4 | 40%[2.29 µM] | -3% | -2 | 0.4 | -2%
CCCCNC(=O)c1ccccc1NC(=O)C1=C(C)OCCS1 | 5% | 1 | -4 | 0.7 | 21% | -22% | 0 | -0.3 | 7%
CS(=O)(=O)Oc1ccc(Br)c2cccnc12 | 1% | -2 | -9 | -0.6 | 8% | -21% | 1 | -0.8 | 0%
Cc1ccc(-n2c(=S)[nH]c3c(oc4ccccc43)c2=O)cc1C | -5% | -6 | -3 | -0.4 | ? | -24% | -1 | 0.5 | -14%
COc1cccc(NC(=O)CN(C)C(=O)c2cc3c(s2)CCC3)c1 | 2% | -17 | 3 | -0.3 | 10% | -17% | -23 | -0.3 | 5%
Cc1c(Cl)cccc1NC(=S)NCCC(C)C | 6% | -11 | 1 | 0.5 | -13% | -19% | -9 | 1.0 | 7%[57.1 µM]
COc1ccc(Br)cc1CN(C)CC(=O)Nc1cccc(S(=O)(=O)N2CCCC2)c1 | 6% | · | · | · | 25% | ? | -11 | · | 2%
COc1ccc(Cn2c(C(=O)O)c(CNCc3cccs3)c3ccc(C)cc32)cc1 | 0% | · | 10 | 0.5 | -4% | ? | -1 | 0.0 | -6%
COc1ccc(CNCC(=O)Nc2cc(OC)cc(OC)c2)cc1 | 5% | -2 | 4 | -3.1 | 13% | 1% | 6 | -0.3 | -3%
CN(C)c1cccc(C(=O)N2CCC(n3nccc3NC(=O)C3CCOC3)CC2)c1 (stereo unspecified) | -5% | 1 | -8 | 0.3 | 15% | -22% | -4 | 1.6 | 2%
COC(=O)c1cccc(F)c1C(=O)c1cccc2ccccc12 | 8% | · | · | · | 9%[57.1 µM] | -18% | -6 | · | 8%[57.1 µM]

Two entries from above, in CSV form:
Molecule,mIDH1 inhibitor,D2 antag,TRHR PAM,TRHR ag,TrxR1 inh,USP1 inh,PI4K2A inh,D2 agonist,TrxR1 substrate
COc1ccccc1C(=O)Nc1ccc2c(c1)CCCN2C(=O)c1cccs1,0%,-9,-3,-0.2,16%,-10%,-14,-1.2,-2%
Nn1c(SCC(=O)Nc2ccccc2F)nnc1-c1cccnc1,5%,4,-3,0.2,15%,-17%,-5,0.7,10%
